Apaf-1 inh: human Apaf-1 inhibition | O14727 | reconstituted apoptosome caspase-3 activity, DEVD-Rh110 fluorescence | inhibition, % at 20 µM | hit rate 0.71% among 330,000; active = inhibition of at least 40% at 20 µM;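 note: plate controls were DMSO wells for no effect and DEVD-CHO caspase inhibitor wells for full effect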
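Material: reconstituted apoptosome with Apaf-1, cytochrome c, caspase-9, procaspase-3, dATP. Technique: Rh110 fluorescence intensity. Buffer or medium: pH 7.5 Hepes buffer with CHAPS, BSA, DTT. Times: 30 min plus 50 min, RT.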
SENP7 inh: inhibitors of human SENP7 protease | Q9BQF6 | recombinant SENP7, Z-RLRGG-aminoluciferin luminescence, 40 min | inhibition, % at 5 µM | hit rate 1.5% among 330,000 | AID 434973;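 active = inhibition above about 50% at the single test dose, limit read from the data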;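 note: plate controls were DMSO with enzyme for no effect and no enzyme buffer wells for full effect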
SENP6 inh: blocks the human protease SENP6 | Recombinant SENP6 catalytic domain, aminoluciferin luminescence | hit rate 1.8% among 330,000 | AID 2599 | inhibition, % at 10 µM;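 active = inhibition above about 50% at the single tested dose, limit read from the data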;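 note: plate controls were DMSO wells with enzyme for no effect and DMSO wells lacking enzyme for full effect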
Target sequence (Q9GZR1 628-1112 limits assumed): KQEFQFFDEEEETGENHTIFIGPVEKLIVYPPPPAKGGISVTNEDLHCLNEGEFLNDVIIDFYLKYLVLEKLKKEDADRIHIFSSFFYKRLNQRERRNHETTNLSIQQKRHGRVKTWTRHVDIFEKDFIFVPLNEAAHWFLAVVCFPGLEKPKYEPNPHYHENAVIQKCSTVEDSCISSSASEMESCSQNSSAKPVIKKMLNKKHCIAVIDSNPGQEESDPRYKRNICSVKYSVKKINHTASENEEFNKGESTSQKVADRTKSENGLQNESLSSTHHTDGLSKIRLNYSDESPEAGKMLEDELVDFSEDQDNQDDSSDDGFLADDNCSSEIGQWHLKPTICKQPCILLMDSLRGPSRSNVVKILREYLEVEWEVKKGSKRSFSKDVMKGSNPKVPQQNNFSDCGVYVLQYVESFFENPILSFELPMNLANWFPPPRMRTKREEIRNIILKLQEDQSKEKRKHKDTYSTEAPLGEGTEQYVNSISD
SENP8 block-1: inhibitors of human SENP8 protease; Q96LD8; recombinant SENP8, Nedd8 substrate fluorescence; inhibition, % at 20 µM; hit rate 0.64% among 360,000; AID 602440; in the data active = inhibition mostly above about 40%, no sharp cut-off; inactive = mostly below about 27%
Target sequence (Q96LD8 whole entry, looked up): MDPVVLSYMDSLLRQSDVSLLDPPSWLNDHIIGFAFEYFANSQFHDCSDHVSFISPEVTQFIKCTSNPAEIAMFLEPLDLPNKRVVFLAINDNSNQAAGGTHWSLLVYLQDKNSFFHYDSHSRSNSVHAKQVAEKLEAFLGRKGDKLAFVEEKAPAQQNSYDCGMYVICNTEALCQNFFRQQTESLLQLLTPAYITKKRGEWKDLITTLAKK
SENP1 inh: inhibitors of human SENP1 SUMO protease catalytic domain | Q9P0U3 | inhibition, % at 10 µM | hit rate 0.21% among 360,000 | recombinant SENP1 catalytic domain, CyPet-SUMO1-YPet FRET cleavage;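 active = inhibition at least 30% at 10 µM, raw YFP signal under a set limit, fluorescence ratio 0.5 to 1.5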;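 note: 0% = enzyme with DMSO and 100% = no enzyme wells; some results filed as inactive read as strong as hits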
Target sequence (Q9P0U3 419-644 limits assumed): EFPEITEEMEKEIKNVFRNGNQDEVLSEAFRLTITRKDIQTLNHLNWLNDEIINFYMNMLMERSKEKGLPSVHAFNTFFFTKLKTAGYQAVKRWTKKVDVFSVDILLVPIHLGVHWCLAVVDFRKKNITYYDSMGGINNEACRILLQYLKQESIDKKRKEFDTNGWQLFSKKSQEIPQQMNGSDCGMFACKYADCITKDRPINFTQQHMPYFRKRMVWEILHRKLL
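Compound: 10 µM single point, 0.5% DMSO; Test system: hSENP1 catalytic domain, recombinant; Timing: 50 min reaction at room temperature; Technique: FRET, CFP and YFP emission; Control set: no-enzyme wells low, DMSO-plus-enzyme wells high control.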
NLRP3 yeast inh: inhibitors of NALP3 inflammasome in yeast | hit rate 0.39% among 330,000 | inhibition, % at 10 µM | AID 2825 | Yeast reconstituted NLRP3/ASC/caspase-1, beta-gal luminescence, 24 h;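 active = inhibition of 50% or more; inactive = inhibition below 50%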;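 note: plate controls were induced DMSO wells for no effect and uninduced yeast grown without galactose for full effect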
SENP8 block-2: inhibitors of human SENP8 protease | Q96LD8 | purified SENP8, Z-RLRGG-aminoluciferin cleavage, luminescence | inhibition, % at 10 µM | hit rate 1.2% among 330,000 | AID 2540; in the data active = inhibition above about 50%
PfG6PD inh: PfG6PD (Plasmodium falciparum) enzyme inhibition | PfGluPho enzyme, NADPH resazurin-diaphorase fluorescence | inhibition, % at 20 µM | hit rate 0.78% among 350,000 | AID 504690;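 active = inhibition reaching at least a set limit at 20 µM in the primary screen, cut at about 59% in these data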;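 note: 0% = DMSO wells with substrate and 100% = DMSO wells lacking glucose-6-phosphate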
HKDC1 inh: inhibitors of human hexokinase HKDC1. Q2TB90. recombinant HKDC1, G6PDH/diaphorase resazurin coupled fluorescence. inhibition, % at 20 µM. hit rate 0.16% among 340,000. AID 493160;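 active = inhibition above about 35% when tested at 20 µM, limit read from the data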;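 note: plate controls were DMSO wells with enzyme for no effect and DMSO wells lacking enzyme for full effect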
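Test system: recombinant HKDC1 (HK5) hexokinase enzyme, produced in-house / Doses: 20 µM test compound, 1% DMSO / Timing: 90 min, room temperature / Detection: G6PDH/diaphorase-coupled fluorescence, 1 mM NADP, 100 µM resazurin, 525/613 nm / Control set: DMSO wells with and without enzyme mix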
* hit, by the source's call; / = no result given.

SMILES | Apaf-1 inh | SENP7 inh | SENP6 inh | SENP8 block-1 | SENP1 inh | NLRP3 yeast inh | SENP8 block-2 | PfG6PD inh | HKDC1 inh
COc1cc(/C=C2\SC(=S)N(CCC(=O)Nc3ccccc3)C2=O)cc(OC)c1OC | -7 | 0 | -16 | 6 | 17 | 24 | 6 | 2 | -9
CCCCn1c(SCC(=O)N2CCOCC2)nnc1-c1cccs1 | 10 | -8 | -7 | 13 | -1 | 5 | -2 | -3 | 6
O=C(C[n+]1ccccc1)Nc1cc(C(F)(F)F)ccc1Cl | -1 | -2 | 12 | 10 | 0 | 9 | 3 | 1 | 11
COc1cc(/C=N/NC(=O)C(C)Nc2n[nH]c(=O)[nH]c2=O)cc(OC)c1O (stereo not given) | -3 | 0 | -3 | -20 | 1 | -9 | -7 | 13 | 10
COC(=O)c1cc(OC)c(OC)cc1NC(=O)Nc1cccc(C(C)=O)c1 | 7 | 0 | -6 | -4 | 0 | -11 | -2 | 11 | -13
N#Cc1ccc(C(=O)N(Cc2ccco2)c2c(N)n(Cc3ccccc3)c(=O)[nH]c2=O)cc1 | -4 | 5 | -9 | -152 | -8 | 9 | 4 | 10 | 0
O=C1CCC(CCC(=O)N2CCCC(C(=O)c3ccc4c5c(cccc35)CC4)C2)=NN1 (stereo not given) | 2 | 5 | -6 | -118 | 3 | -7 | 0 | -8 | 0
CCOC(=O)c1ccc(NC(=O)CSc2nc(C)cc(=O)[nH]2)cc1 | 9 | 2 | 1 | 11 | 4 | -5 | 1 | -13 | 3
CCCOc1ccc(C(=O)N/N=C/c2ccc(-c3ccc(S(=O)(=O)Nc4ncccn4)cc3)o2)cc1 | 15 | -9 | -8 | -346 | -22 | 7 | -5 | -27 | 14
CCc1ccc(S(=O)(=O)Nc2ccc(N3CCN(C)CC3)cc2)cc1 | -23 | 1 | -6 | 30 | 2 | 11 | -2 | 4 | -1
Cn1cc(C(=O)c2cccc(Cl)c2Cl)cc1C#N | 2 | -7 | 2 | -49 | 0 | 27 | -7 | 0 | -7
O=C(Nc1ccc(F)cc1)C1CCCCC1 | 8 | -7 | -20 | 28 | 0 | -22 | -10 | -4 | -2
O=C(O)C(Cc1ccccc1)NC(=O)C(c1ccccc1)c1ccccc1 (stereo not given) | -1 | 5 | 16 | 12 | 2 | 4 | 8 | -10 | 3
Cc1ccc(C)c(N2CC(C(=O)O)CC2=O)c1 (stereo not given) | -5 | 15 | 7 | 22 | 1 | -13 | 6 | -7 | -4
CCn1c(SCC(=O)NCc2cccs2)nc2c1c(=O)n(C)c(=O)n2C | -4 | -3 | -7 | 10 | 1 | 16 | -6 | -3 | -4
NC(=O)NC(=O)COC(=O)c1ccccc1Oc1ccccc1 | -2 | 6 | 0 | 15 | 0 | 6 | 0 | 8 | 3
CCCCC(c1nnnn1CCOC)N1CCN(c2cccc(OC)c2)CC1 (stereo not given) | / | / | / | 20 | 3 | / | / | 2 | -4
NS(=O)(=O)c1ccc(CCNC(=O)c2ccccc2[N+](=O)[O-])cc1 | 13 | -11 | -5 | -3 | 0 | -1 | -6 | -5 | -10
O=C(NCc1ccco1)c1ccc(-c2ccc(Cl)cc2)o1 | 13 | 0 | -13 | 6 | 3 | 12 | 6 | 2 | 0
COCCCNC(=O)c1ccc(S(=O)(=O)c2ccc(Cl)cc2)c(NC(C)=O)c1 | -3 | 1 | -6 | -20 | 1 | 14 | -5 | -3 | -2
COC(=O)c1ccc(Cl)c(NC(=O)CN2CCN(C)CC2)c1 | -14 | 9 | -2 | 17 | 3 | 4 | -3 | -13 | 6
COc1ccc(C2=NN(C(=O)CN3CCCCC3)C(c3ccc(C)cc3)C2)cc1 (stereo not given) | 6 | -10 | -16 | -4 | -1 | -6 | -15 | 13 | -5
C[C@H]1CN=C(N(C)C)N1CCc1ccccc1 | 3 | -13 | -6 | 14 | -1 | 4 | -16 | -6 | -6
Cc1ccc(NC(=O)C2CCN(C(=O)c3ccco3)CC2)cc1C | 2 | 6 | -12 | 2 | 1 | 15 | 12 | -5 | -6
CC(Nc1cccc([N+](=O)[O-])c1)C(=O)Nc1ccc(S(=O)(=O)N2CCCC2)cc1 (stereo not given) | 12 | 2 | -16 | 13 | 5 | -5 | 2 | 13 | 3

Carrying on.
SMILES | Apaf-1 inh | SENP7 inh | SENP6 inh | SENP8 block-1 | SENP1 inh | NLRP3 yeast inh | SENP8 block-2 | PfG6PD inh | HKDC1 inh
CSc1ccc(C2C(C#N)=C(N)Oc3cc4c(cc32)OCO4)cc1 (stereo not given) | 12 | 6 | -8 | -131 | -83 | -2 | -55 | 14 | 10
CCCCOP(=O)(c1ccc(N(C)C)cc1)C(O)c1cccnc1 (stereo not given) | -1 | -1 | -1 | -2 | 1 | 9 | -5 | 8 | -4
CC(C)(C)c1cccc(C2(O)C(=O)c3ccccc3C2=O)c1O | -10 | -7 | 2 | 9 | 3 | 8 | 2 | -18 | -1
Cc1nc(-c2ccc(Cl)cc2)sc1C1(C)CC(c2ccccc2F)=NO1 (stereo not given) | 8 | 18 | 30 | -33 | 0 | 6 | 24 | 12 | -1
O=C(CC1S/C(=N/N=C2CCCCCC2)NC1=O)Nc1ccccc1F (stereo not given) | 7 | 10 | 1 | 10 | -1 | 16 | -3 | -14 | -2
O=c1cc(CN2CCN(c3cccc(Cl)c3)CC2)c2cc(O)c(-c3ccccc3)cc2o1 | -2 | -1 | 10 | -196 | 0 | 10 | -6 | -7 | 4
Cc1nc2sc(C(c3ccco3)N3CCOCC3)c(O)n2n1 (stereo not given) | 2 | -9 | 2 | 4 | -9 | 1 | -5 | 12 | 6
Cc1cccc2sc(NC(=O)CSc3cn[nH]n3)nc12 | 5 | 3 | -13 | 7 | 0 | 7 | -12 | -27 | 4
COc1ccc(-c2csc(NC(=O)CSc3nnnn3C)n2)c(OC)c1 | -4 | -3 | 12 | 28 | 0 | 12 | -4 | -7 | -1
O=S(=O)(Nc1nc2ccc(S(=O)(=O)N3CCCCC3)cc2s1)c1ccccc1 | -3 | -4 | -9 | 3 | -3 | -5 | 1 | -18 | -6
COc1ccc(C(=O)Nc2ccc3ccccc3n2)c(OC)c1OC | -5 | 86* | 82* | -37 | 1 | 27 | 66* | 21 | -7
Cc1sc(NC(=O)c2ccccc2)c(C(c2ccccn2)N2CCN(CCO)CC2)c1C (stereo not given) | -2 | 2 | -10 | -29 | -3 | 7 | -5 | -14 | -6
Cc1ccccc1CC(=O)NC1CCCc2ccccc21 (stereo not given) | -5 | -5 | -10 | 6 | 1 | 8 | -10 | -8 | -3
CCc1nnc2c(N(C)C)nc3ccccc3n12 | -7 | 7 | -5 | -3 | 2 | 31 | 6 | 22 | -7
COc1ccc(-c2nc3n(c(=O)c2C#N)CCS3)cc1 | 6 | 2 | -2 | -306 | -4 | 8 | -6 | -7 | 1
COc1ccccc1NCC(=O)N/N=C(\C)c1ccc(Br)s1 | 3 | 1 | -13 | 14 | 6 | 18 | -8 | -11 | -6
COC(=O)c1ccc(COc2cccc(C)c2C)cc1 | 11 | 4 | 17 | -2 | 1 | 17 | -14 | -5 | -3
CCn1c(=O)c2c3c(sc2n(C)c1=O)CCC3 | -2 | 3 | -19 | 9 | -1 | 44 | 1 | -40 | -6
CSCCC(NC(=O)COc1ccccc1)C(=O)N1CCCC(C)C1 (stereo not given) | 0 | 1 | -6 | 3 | 1 | 6 | 10 | 2 | -2
C/C(=N/N=C1\SCC(=O)N1c1ccccc1)c1ccc(C)cc1 | 4 | -2 | -6 | 8 | 3 | 14 | -4 | 5 | -8
COc1ccc(CC(=O)Nc2ccc(-c3ccc4nnc(C)n4n3)cc2)cc1OC | -6 | -3 | -7 | -261 | 0 | 9 | -15 | 13 | 3
Cc1ccc(N2C(=O)CC(C)(C)CC2=O)cc1Cl | -1 | 2 | 39 | 14 | 1 | 17 | 13 | -10 | 0
COCCCNC(=O)CSc1nc2cc3c(cc2c(=O)n1CCCC(=O)NCc1ccc(OC)cc1)OCO3 | -4 | 2 | 9 | 11 | 0 | 12 | 5 | 5 | -3
Cc1cccc(NS(=O)(=O)c2cc([N+](=O)[O-])ccc2C)n1 | -2 | 0 | 9 | 18 | 1 | 21 | -8 | -15 | 2
CN(Cc1nccs1)C(=O)C1CCC(=O)N(CCc2ccc(Cl)cc2)C1 (stereo not given) | 13 | -13 | 0 | 9 | 1 | 10 | -4 | -3 | 2

An excerpt from above with just SENP1 inh and Apaf-1 inh:
Structure,SENP1 inh,Apaf-1 inh
O=c1cc(CN2CCN(c3cccc(Cl)c3)CC2)c2cc(O)c(-c3ccccc3)cc2o1,0,-2
Cc1nc2sc(C(c3ccco3)N3CCOCC3)c(O)n2n1 (stereo not given),-9,2

Among those listed so far, 9 contain a Cl atom:
SMILES | Apaf-1 inh | SENP7 inh | SENP6 inh | SENP8 block-1 | SENP1 inh | NLRP3 yeast inh | SENP8 block-2 | PfG6PD inh | HKDC1 inh
O=C(C[n+]1ccccc1)Nc1cc(C(F)(F)F)ccc1Cl | -1 | -2 | 12 | 10 | 0 | 9 | 3 | 1 | 11
Cn1cc(C(=O)c2cccc(Cl)c2Cl)cc1C#N | 2 | -7 | 2 | -49 | 0 | 27 | -7 | 0 | -7
O=C(NCc1ccco1)c1ccc(-c2ccc(Cl)cc2)o1 | 13 | 0 | -13 | 6 | 3 | 12 | 6 | 2 | 0
COCCCNC(=O)c1ccc(S(=O)(=O)c2ccc(Cl)cc2)c(NC(C)=O)c1 | -3 | 1 | -6 | -20 | 1 | 14 | -5 | -3 | -2
COC(=O)c1ccc(Cl)c(NC(=O)CN2CCN(C)CC2)c1 | -14 | 9 | -2 | 17 | 3 | 4 | -3 | -13 | 6
Cc1nc(-c2ccc(Cl)cc2)sc1C1(C)CC(c2ccccc2F)=NO1 (stereo not given) | 8 | 18 | 30 | -33 | 0 | 6 | 24 | 12 | -1
O=c1cc(CN2CCN(c3cccc(Cl)c3)CC2)c2cc(O)c(-c3ccccc3)cc2o1 | -2 | -1 | 10 | -196 | 0 | 10 | -6 | -7 | 4
Cc1ccc(N2C(=O)CC(C)(C)CC2=O)cc1Cl | -1 | 2 | 39 | 14 | 1 | 17 | 13 | -10 | 0
CN(Cc1nccs1)C(=O)C1CCC(=O)N(CCc2ccc(Cl)cc2)C1 (stereo not given) | 13 | -13 | 0 | 9 | 1 | 10 | -4 | -3 | 2

High-throughput results as filed in PubChem BioAssay.
